Siah-1 displacement: blockers of Siah-1 interaction with plectin peptide – biochemical, fluorescence polarization, rhodamine-plectin, uHTS, primary screen (AID 1817); Siah-1 / rhodamine-plectin peptide fluorescence polarization; higher % means a stronger effect; displacement, % at 20 µM; hits with a dose series show IC50 in µM; 290,000 tested, 0.02% active;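 active means displacement of at least 50% at 20 µM, with a fluorescence ratio check between 0.3 and a set limit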;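 further: plate controls were Siah plus tracer with DMSO for no effect and tracer alone without Siah for full effect; strong numbers were not always called active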
K1F lysis inhibition: protection from phage-mediated lysis, alamar blue read-out – E. coli UTI89, K1F phage, bacterial capsule biogenesis inhibitors (AID 488966). E. coli UTI89 K1F phage lysis, alamar blue, 2 h; higher % means a stronger effect. 340,000 tested, 0.02% active. one-dose inhibition, % at 100 µM; IC50 in µM for titrated hits;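 active means phage lysis inhibition, versus mean bacterial control, above a set limit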;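 further: capsule biogenesis inhibitors block K1F phage lysis so surviving cells raise fluorescence; higher fluorescence means more inhibition of phage lysis; actives were called in the ten point dose series up to 300 µM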
human PMI inhibition: MPI enzyme activity inhibition – biochemical, fluorescence intensity, coupled assay, primary screen (AID 1209); purified PMI enzyme, coupled fluorescence intensity; higher % means a stronger effect; inhibition, % at 20 µM, or IC50 in µM where a hit was titrated; 190,000 tested, 0.42% active;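 further: plate controls were DMSO vehicle for no effect and wells lacking substrate for full effect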
XIAP antagonists: XIAP antagonists, biochemical, IAP family, fluorescence polarization (AID 1018); XIAP BIR domain, fluorescence polarization peptide displacement; higher % means a stronger effect; one-dose displacement, % at 20 µM; IC50 in µM for titrated hits; 200,000 tested, 0.007% active; in the data active means displacement above about 50%; further: a part of the inactive calls stands beside numbers as strong as those of hits
M1AAP inhibition: P. falciparum M1AAP inhibitors, biochemical, fluorogenic H-Leu-NHMec substrate, 1536-well (AID 1445). 220,000 tested, 0.42% active. inhibition, % at 30 µM; hits with a dose series show IC50 in µM. recombinant M1AAP, H-Leu-NHMec fluorogenic kinetic assay; higher % means a stronger effect;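 active means primary inhibition above the hit cutoff, then over 50% inhibition at one or more dose response concentrations, cut at about 23% in these data, passing the limit was not always enough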;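 further: plate controls were DMSO full reaction for no effect and no enzyme background for full effect; strong numbers were not always called active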
PMI inhibition: human PMI inhibitors, high substrate, primary screen, biochemical, fluorescence intensity, high mannose 6-phosphate (AID 1220); recombinant PMI enzyme, coupled fluorescence intensity; higher % means a stronger effect; inhibition, % at 20 µM, or IC50 in µM where a hit was titrated; 190,000 tested, 0.66% active
M17LAP inhibition: P. falciparum M17LAP inhibitors, primary screen, biochemical, fluorogenic H-Leu-NHMec substrate, 1536-well (AID 1619); recombinant M17LAP, H-Leu-NHMec fluorogenic kinetic assay; higher % means a stronger effect; inhibition, % at 30 µM, or IC50 in µM where a hit was titrated; 220,000 tested, 0.38% active;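 active means compound inhibiting the enzyme by more than half at any dose during confirmatory dose-response retesting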;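 further: plate controls were full reaction with DMSO carrier for no effect and no enzyme background for full effect; strong numbers were not always called active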
TNAP activation fold: human TNAP enzyme activators, primary screen, biochemical, luminescent, no phosphate acceptor, uHTS (AID 1001). purified TNAP, luminescent activation assay, no phosphate acceptor; higher activation fold means a stronger effect. one-dose activation fold at 20 µM; EC50 in µM for titrated hits. 200,000 tested, 0.03% active; in the data active means activation fold from about 3, or a potency from the dose series; inactive means the rest, 99 in 100 with activation fold below about 1.6; further: many of its hits are not listed in these tables
Hep lipid drop: hepatic lipid droplet formation modulation | 240,000 tested, 0.4% active | AML12 mouse hepatocytes, oleate lipid droplets, BODIPY imaging | inhibition, % at 6.5 µM | AID 1656;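 active means lipid droplet intensity inhibited by at least 50%, with more than 500 cells counted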
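Assay system: AML12 mouse liver cells | Compound: 6.5 µM single-point dosing | Schedule: Overnight exposure | Technique: Fluorescence imaging, 20x objective, two fields per well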
Hep lipid drop cells 6.5 µM: second read-out of Hep lipid drop, no call of its own (marks repeat the call); cell count; measured here: cell count, cytotoxicity flag;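 cells counted across two imaged fields per well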
Starred values were filed as active, the others as inactive; . = no result given; [ ] = remark or other dose. Unless noted, no stated cut-off is given here; in the data, active means inhibition above about 50%; inactive means the rest.

Keys: A = Siah-1 displacement; B = K1F lysis inhibition; C = human PMI inhibition; D = XIAP antagonists; E = M1AAP inhibition; F = PMI inhibition; G = M17LAP inhibition; H = TNAP activation fold; I = Hep lipid drop; J = Hep lipid drop cells 6.5 µM
smiles: CCOC(=O)C1=C(c2ccccc2)O/C(=C(/C#N)C(F)(F)F)S1
  A: 0%	B: .	C: -3%	D: -14%	E: 0%	F: -14%	G: 8%	H: 1	I: -19	J: 673
smiles: O=c1oc(-c2ccc(Cl)c(Cl)c2)nn1-c1ccc(C(F)(F)F)cn1
  A: 15%	B: .	C: .	D: .	E: -1%	F: .	G: 9%	H: .	I: 0	J: 733
smiles: COc1ccc(N(CC(=O)N2CCc3ccccc3C2)S(C)(=O)=O)cc1
  A: -4%	B: 0.3%	C: 3%	D: -5.5%	E: 8%	F: -6%	G: -1%	H: 1.1	I: -4	J: 812
smiles: Cc1ccc(C(=O)CSc2nnc(-c3ccccc3)o2)cc1
  A: 1%	B: 3.8%	C: 9%	D: 1.2%	E: 1%	F: 12%	G: 10%	H: 1.1	I: -2	J: 661
smiles: CN1CCc2c(sc3c2c(=O)n(-c2ccccc2)c2nnc(SCc4ccc(Cl)cc4)n32)C1
  A: -3%	B: 0.2%	C: -8%	D: -1.9%	E: 15%	F: -12%	G: 22%	H: 1	I: .	J: .
smiles: Cc1noc(C)c1S(=O)(=O)N1CCCC(C(=O)NCCc2ccc(Cl)cc2)C1 (stereo not given)
  A: 3%	B: 0.7%	C: 8%	D: -5.0%	E: 2%	F: 1%	G: 3%	H: 1	I: 5	J: 686
smiles: COc1cccc(CNc2ccc([N+](=O)[O-])c(NCC(=O)O)n2)c1
  A: 5%	B: 2.1%	C: 16%	D: -16%	E: 7%	F: 31%	G: 12%	H: 0.9	I: 3	J: 759
smiles: Cc1cccc(C)c1OCc1nnc(SCC(=O)NCCc2ccccc2)o1
  A: 2%	B: 0.1%	C: -3%	D: 4.6%	E: 0%	F: -7%	G: 15%	H: 1.1	I: -24	J: 721
smiles: COc1ccc(Cc2nc(-c3ccc(Br)o3)no2)cc1OC
  A: -1%	B: 7.5%	C: 7%	D: -4.3%	E: 2%	F: 17%	G: 18%	H: 0.8	I: .	J: .
smiles: COc1cc(/C=N/NC(=O)c2cc(-c3cccn3C)n[nH]2)cc(OC)c1OC
  A: 1%	B: 0.0%	C: 12%	D: -3.4%	E: 12%	F: 10%	G: 0%	H: 0.1	I: .	J: .
smiles: COc1ccc(Nc2nnc(SCC(=O)Nc3ccc4[nH]c(=O)[nH]c4c3)s2)cc1
  A: -7%	B: -1.4%	C: -18%	D: -1.3%	E: 2%	F: -9%	G: -1%	H: 1.1	I: 5	J: 746
smiles: CC(=O)N1CCN(S(=O)(=O)c2cccc(C(=O)NC3CCC(C)CC3)c2)CC1 (stereo not given)
  A: 15%	B: 0.3%	C: -5%	D: -5.2%	E: -3%	F: 1%	G: 14%	H: 1.2	I: 3	J: 702
smiles: N/C(=N/OC(=O)c1ccc(Cl)cc1)c1ncc([N+](=O)[O-])s1
  A: -3%	B: .	C: .	D: .	E: -8%	F: .	G: -7%	H: .	I: 14	J: 654
smiles: Cc1cccc(C)c1NC(=O)c1ccc(-n2cncn2)nc1
  A: -5%	B: 1.2%	C: 7%	D: -5.3%	E: -3%	F: 4%	G: -5%	H: 1	I: -5	J: 523
smiles: COc1ccc(C2CC(C(F)(F)F)n3ncc(C(=O)Nc4c(C)n(C)n(-c5ccccc5)c4=O)c3N2)cc1 (stereo not given)
  A: 4%	B: 6.4%	C: -2%	D: -1.9%	E: -5%	F: -2%	G: 3%	H: 1.1	I: -6	J: 706
smiles: CCn1cc(/C=N\NC(=O)Cc2ccc(Cl)cc2)cn1
  A: 2%	B: 1.6%[50 µM]	C: -1%	D: -1.2%	E: 0%	F: 4%	G: 0%	H: 1.1	I: 2	J: 693
smiles: Cc1cccc(NC(=O)CSc2nnc(CNC(=O)c3cccs3)o2)c1C
  A: -9%	B: 0.2%	C: -2%	D: -4.1%	E: 4%	F: -1%	G: -1%	H: 1.1	I: -4	J: 742
smiles: COC(=O)c1cc2oc(C)cc2n1CC(=O)N(C)c1ccccc1
  A: 5%	B: 0.9%	C: 5%	D: -4.4%	E: 24%*	F: 6%	G: 9%	H: 1.1	I: -1	J: 702
smiles: Cc1ccc(N(C(=O)CCC(=O)Nc2cc(C)on2)C(C(=O)NC2CCCC2)c2ccncc2)cc1 (stereo not given)
  A: -1%	B: -2.5%	C: 4%	D: -2.2%	E: -1%	F: 6%	G: 14%	H: 1.1	I: .	J: .
smiles: COc1ccc(-n2c(SCC(N)=O)nnc2-c2cccnc2)cc1
  A: -3%	B: 1.1%	C: 5%	D: 0.1%	E: -2%	F: 7%	G: 11%	H: 1.1	I: -1	J: 716

Shown as a hit in M1AAP inhibition (from the list above):
molecule | Siah-1 displacement | human PMI inhibition | XIAP antagonists | M1AAP inhibition | PMI inhibition | M17LAP inhibition | TNAP activation fold
COC(=O)c1cc2oc(C)cc2n1CC(=O)N(C)c1ccccc1 | 5% | 5% | -4.4% | 24%* | 6% | 9% | 1.1

Individual results from the results shown:
Entry of COc1ccc(Nc2nnc(SCC(=O)Nc3ccc4[nH]c(=O)[nH]c4c3)s2)cc1 in Siah-1 displacement: -7%
Entry of Cc1ccc(N(C(=O)CCC(=O)Nc2cc(C)on2)C(C(=O)NC2CCCC2)c2ccncc2)cc1 (stereo not given) in K1F lysis inhibition: -2.5%

The list continues:
Keys: A = Siah-1 displacement; B = K1F lysis inhibition; C = human PMI inhibition; D = XIAP antagonists; E = M1AAP inhibition; F = PMI inhibition; G = M17LAP inhibition; H = TNAP activation fold; I = Hep lipid drop; J = Hep lipid drop cells 6.5 µM
smiles: CCCCC(NC(=O)c1cccc(Br)c1)C(=O)O (stereo not given)
  A: 0%	B: -0.5%	C: -9%	D: -9.6%	E: -1%	F: -4%	G: 17%	H: 1	I: 7	J: 637
smiles: COc1ccc(C2=C(C#N)C(=O)OC2)cc1
  A: 2%	B: -0.6%	C: -22%	D: -4.1%	E: -4%	F: -35%	G: 8%	H: 1.3	I: .	J: .
smiles: CN(c1ccccc1)S(=O)(=O)c1cccc(NC(=O)c2cc3ccccc3oc2=O)c1
  A: -5%	B: 1.2%[50 µM]	C: .	D: .	E: -1%	F: .	G: 4%	H: .	I: 10	J: 638
smiles: NC(=O)CSc1nnc(Cc2csc(Nc3ccccc3)n2)n1Cc1ccccc1
  A: -1%	B: 0.1%	C: 6%	D: -0.4%	E: 14%	F: 0%	G: 8%	H: 1.1	I: .	J: .
smiles: O=C(/C=C/c1ccccc1)c1ccccn1
  A: 8%	B: -0.4%	C: 11%	D: -0.7%	E: 7%	F: 22%	G: -4%	H: 1	I: .	J: .
smiles: CCOc1ccc(/C=N/NC(=S)NC2CC3CC2C2C=CCC32)cc1 (stereo not given)
  A: -6%	B: .	C: .	D: .	E: -6%	F: .	G: -9%	H: .	I: 24	J: 765
smiles: COc1ccc(N=C2SCC(c3ccc([N+](=O)[O-])cc3)=NN2CCO)cc1
  A: -4%	B: 0.0%	C: .	D: .	E: 3%	F: .	G: -4%	H: .	I: 26	J: 699
smiles: N#Cc1cc2c(nc1SCc1cccnc1)CCCC2
  A: -4%	B: -0.3%	C: -31%	D: -6.3%	E: 0%	F: -51%	G: 6%	H: 1.1	I: .	J: .
smiles: O=C(NCc1ccco1)c1cccc(NS(=O)(=O)c2cccc(F)c2)c1
  A: -2%	B: 0.2%[50 µM]	C: 3%	D: 0.1%	E: 8%	F: -1%	G: -5%	H: 1	I: -6	J: 652
smiles: CC(=O)Nc1sc2c(c1C(c1ccncc1)N1CCOCC1)CCCC2 (stereo not given)
  A: -4%	B: 0.3%	C: -14%	D: -2.6%	E: 2%	F: -12%	G: -5%	H: 1.1	I: 3	J: 702
smiles: CC(=O)NC(Cc1ccccc1C)C(=O)NC1CCN(c2nnnn2-c2ccccc2)CC1 (stereo not given)
  A: -2%	B: -0.1%	C: .	D: .	E: 1%	F: .	G: 4%	H: .	I: -1	J: 694
smiles: Cc1nn(-c2ccccc2)c2nc(C(Cl)(Cl)Cl)[nH]c(=O)c12
  A: 0%	B: 0.2%	C: .	D: .	E: 8%	F: .	G: -7%	H: .	I: -5	J: 697
smiles: O=C(O)c1cc(NCc2cccs2)ccc1N1CCOCC1
  A: -2%	B: 0.6%	C: -8%	D: -5.8%	E: -1%	F: 2%	G: -2%	H: 1	I: .	J: .
smiles: CCC1Sc2ccccc2N(CC(=O)NCCC(C)C)C1=O (stereo not given)
  A: -4%	B: 5.5%	C: 2%	D: -7.8%	E: 3%	F: -4%	G: 2%	H: 1.1	I: .	J: .
smiles: O=C1CS/C(=N/N=C/c2c[nH]c3ccccc23)N1
  A: -9%	B: .	C: .	D: .	E: 5%	F: .	G: 4%	H: .	I: 14	J: 696
smiles: CCn1c(=O)cc(SCC(=O)NCCN2CCN(Cc3ccccc3)CC2)c2ccccc21
  A: 14%	B: 0.0%	C: 9%	D: -13%	E: 1%	F: 8%	G: -6%	H: 1	I: -8	J: 673
smiles: O=C(c1ccc(C(F)(F)F)cc1)C1CCCN(C(=O)c2csnn2)C1 (stereo not given)
  A: 1%	B: -0.1%	C: 7%	D: -6.3%	E: 1%	F: -2%	G: -7%	H: 1.1	I: -23	J: 721
smiles: CCNc1nc(NCC)nc(Oc2ccc(N)cc2)n1
  A: -1%	B: 0.2%	C: 8%	D: -5.7%	E: -1%	F: 2%	G: -8%	H: 1	I: 2	J: 803
smiles: Cc1sc2ncnc(-n3nnc4ccccc43)c2c1C
  A: 4%	B: -0.1%	C: 14%	D: -4.6%	E: 1%	F: 12%	G: 9%	H: 1	I: 25	J: 689
smiles: COc1cc(C(=O)NCc2ccco2)c(Br)c(OC)c1OC
  A: 4%	B: 0.4%	C: 6%	D: -3.9%	E: 3%	F: 6%	G: 6%	H: 1.1	I: .	J: .
smiles: CCOC(=O)CNC(=O)c1ccc(Cl)s1
  A: -3%	B: 0.4%	C: 2%	D: -2.4%	E: 2%	F: -1%	G: 1%	H: 1.1	I: 0	J: 677
smiles: O=C(NCc1nc2ccccc2[nH]1)C1=C[C@@H](c2csc3ccccc23)C[C@@H](OCc2ccc(CO)cc2)O1
  A: 4%	B: 5.5%	C: 12%	D: -5.1%	E: 5%	F: 5%	G: 0%	H: 1.2	I: -136	J: 779
smiles: Cc1ccc(Cl)cc1NC(=O)N(C)CCO
  A: 1%	B: 0.5%	C: .	D: .	E: 6%	F: .	G: 0%	H: .	I: -10	J: 398

An excerpt from above in order of the M1AAP inhibition value, lowest first.
Molecule	M1AAP inhibition
Cc1sc2ncnc(-n3nnc4ccccc43)c2c1C	1%
Cc1ccc(Cl)cc1NC(=O)N(C)CCO	6%
Cc1nn(-c2ccccc2)c2nc(C(Cl)(Cl)Cl)[nH]c(=O)c12	8%

From PubChem BioAssay
